Screens from PubChem.
D2 PAM – positively modulates the human D2 dopamine receptor allosterically. P14416. HEK293 T-REx D2, calcium flux, EC20 dopamine potentiation. potentiation, % at 10 µM. hit rate 0.34% among 340,000. AID 485347;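 active means potentiation over 3 SD above the plate norm, cut at about 30% in these data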; further: 0% is about no effect
Target sequence (P14416 whole entry, looked up): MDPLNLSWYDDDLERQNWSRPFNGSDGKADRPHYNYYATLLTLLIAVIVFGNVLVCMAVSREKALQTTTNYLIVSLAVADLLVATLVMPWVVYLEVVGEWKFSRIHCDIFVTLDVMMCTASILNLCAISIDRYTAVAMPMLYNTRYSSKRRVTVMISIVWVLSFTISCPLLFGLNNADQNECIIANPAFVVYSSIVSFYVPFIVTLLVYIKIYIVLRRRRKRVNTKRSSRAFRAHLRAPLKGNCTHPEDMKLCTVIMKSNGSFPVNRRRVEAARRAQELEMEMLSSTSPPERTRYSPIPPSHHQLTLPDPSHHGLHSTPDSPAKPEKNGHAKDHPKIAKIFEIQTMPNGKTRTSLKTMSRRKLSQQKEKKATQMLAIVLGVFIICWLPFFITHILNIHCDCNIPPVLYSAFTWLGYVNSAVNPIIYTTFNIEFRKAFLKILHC
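Cells plated with tetracycline inducer and held overnight at 30 C; calcium dye loaded 30–90 min at room temperature; baseline taken, compound added and read 180 s; EC20 dopamine then added and read 180 s.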
D2 antagonist – antagonizes the human D2 dopamine receptor | P14416 | HEK293 TREx D2 cells, calcium flux, dopamine EC80 | inhibition, % at 10 µM | hit rate 2% among 340,000; in the data active means inhibition above about 30%; further: 0% is about no effect
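In this primary screen, negative modulation is detected by tracking calcium flux after an EC80 dopamine challenge in inducible HEK293 T-REx D2 cells preexposed to test compound for 180 s.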
RXFP1 antag – RXFP1 (human) relaxin receptor antagonism; Q9HBX9; hit rate 0.59% among 350,000; HEK293-RXFP1, relaxin-stimulated cAMP HTRF, 30 min; active compounds read low; activity change, negative = inhibition, % at 57.5 µM;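 active means activity change of -60% or lower, but not beyond a set lower limit; inconclusive means change between -60% and -40%, or beyond the set limit; inactive means change above -40%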; further: on the % scale 0 is the no-effect control and ±100 the full control effect
D1 antagonist – antagonists of human D1 dopamine receptor. activity change, negative = inhibition, % at 10 µM. HEK293 TREx D1 cells, calcium flux, dopamine EC80; active compounds read low. P21728. AID 504652. hit rate 3.2% among 360,000; in the data active means activity change below about -30%; further: on the % scale 0 is the no-effect control and ±100 the full control effect
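After overnight tetracycline induction at 30 C, force-coupled D1 HEK293 cells took up a no-wash calcium dye at room temperature. Compounds were added and monitored 180 s, and the response to EC80 dopamine was then recorded.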
RXFP1 agonist – agonists of human relaxin receptor RXFP1 | Q9HBX9 | HEK293T-RXFP1 cAMP TR-FRET, 30 min; response scale: percent of porcine relaxin response, buffer zero | Potency, µM (series often up to 57.5 µM), without a hit: at the top dose activation, most hits filed as activators | hit rate 0.3% among 370,000 | AID 2676; active means well fitted activation curve with a large enough effect; inconclusive means small, poorly fitted or top-dose-only effect; further: potency means the concentration at half of the fitted maximal effect; on the % scale 0 is the no-effect control and ±100 the full control effect; nearly all actives have a fitted effect of over 60% in size; many of its hits are not listed in these tables
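HEK293T cells stably expressing RXFP1 were pretreated with the PDE4 inhibitor Ro 20174, exposed to compounds for 30 min at 37C, lysed, and cAMP was read by TR-FRET. Data normalized to buffer (basal) and 29 nM porcine relaxin (100%).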
D1 potentiator – enhances dopamine response at the human D1 receptor; hit rate 0.036% among 360,000; P21728; potentiation, % at 10 µM; HEK293 TREx D1 cells, calcium flux, dopamine EC20 potentiation; AID 504651; in the data active means potentiation above about 30%; further: 0% is about no effect
D2 agonist – agonists of human D2 dopamine receptor; P14416; hit rate 0.53% among 340,000; HEK293 T-REx D2 cells, calcium flux agonist mode; AID 485358; activation, % at 2 µM;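 active means activation over 3 SD above normal in the single-dose calcium agonist read, cut at about 30% in these data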; further: 0% is about no effect
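Tetracycline-induced HEK293 T-REx cells with force-coupled D2 receptor, plated overnight at 30 C, loaded with no-wash calcium dye. After a 10 s baseline, compound was pin-added and calcium flux read kinetically for 180 s; calcium rises flagged agonists.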
TRHR PAM – allosteric enhancers of human TRH receptor | TRHR cells, fluo-8 calcium fluorescence, EC20 TRH enhancement | enhancement, % at 2 µM | hit rate 0.66% among 360,000; in the data active means enhancement above about 30%; further: 0% is about no effect
Target sequence (P34981 whole entry, looked up): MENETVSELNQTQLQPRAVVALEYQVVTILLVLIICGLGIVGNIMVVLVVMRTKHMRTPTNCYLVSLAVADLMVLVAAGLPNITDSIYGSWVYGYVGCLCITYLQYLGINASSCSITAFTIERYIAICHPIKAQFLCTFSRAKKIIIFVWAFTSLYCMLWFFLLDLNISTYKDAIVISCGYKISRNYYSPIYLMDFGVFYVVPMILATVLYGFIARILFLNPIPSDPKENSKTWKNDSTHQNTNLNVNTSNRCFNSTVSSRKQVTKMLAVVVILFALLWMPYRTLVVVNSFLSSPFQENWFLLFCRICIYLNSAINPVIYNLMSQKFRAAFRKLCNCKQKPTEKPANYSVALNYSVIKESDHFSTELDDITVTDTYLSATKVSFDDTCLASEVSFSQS
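TRHR-expressing cells loaded with fluo-8 calcium dye were read kinetically (ex 480/em 530) during compound addition, then stimulated with an EC20 of TRH (10 nM final). Enhancement of the Gq-mediated intracellular calcium response was scored.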
D1 ag – human D1 receptor agonism; hit rate 1% among 360,000; AID 504660; P21728; activation, % at 2 µM; HEK293 T-REx D1 cells, calcium flux, agonist mode; in the data active means activation above about 30%; further: 0% is about no effect
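Agonism was scored from calcium flux recorded over 180 s (1 read/s) after pintool compound addition, following a 10-cycle baseline. Cells were inducible force-coupled HEK293 TREx D1, plated overnight at 30 C and loaded with no-wash calcium dye.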
* hit, by the source's call; ? = inconclusive; · = no result given. An excerpt; count on the stated rates, not on these rows.

#	Structure	D2 PAM	D2 antagonist	RXFP1 antag	D1 antagonist	RXFP1 agonist	D1 potentiator	D2 agonist	TRHR PAM	D1 ag
1	COP(=O)(OC)C(Nc1ccc([N+](=O)[O-])cc1)c1ccccc1 (stereo not drawn)	1	-3	11	0	-1.2%	-1	0.9	0	2
2	O=C(N/C(=C\c1ccco1)C(=O)N1CCCC(CO)C1)c1ccccc1 (stereo not drawn)	4	4	2	7	-0.3%	1	-0.1	-7	1
3	COc1ccc(NC(=O)CN2C(=O)C(c3ccc(C)cc3)=NC23CCCCCC3)cc1Cl	3	·	-2	-5	-0.7%	-2	-0.2	2	4
4	CC(=O)c1c(C)[nH]c(C(=O)COC(=O)CCSc2ccccc2)c1C	·	·	-64*	-14	0.4%	-9	·	-7	12
5	CCN(Cc1ccccc1)C(=O)Cn1ncc2c(=O)oc3ccc(C)cc3c21	-3	·	-13	15	?	-3	·	-23	-1
6	CCN(CC)S(=O)(=O)c1ccc(N2CCOCC2)c(NC(=O)c2cccc(C#N)c2)c1	4	-8	21	1	?	3	0.9	9	2
7	COC(=O)c1cc2oc3ccccc3c2n1CC(=O)Nc1ccc(OC)c(OC)c1	-4	·	-8	4	1.1%	-5	-0.1	3	4
8	CC1CCN(C(=O)CN2CCSc3ccc(S(=O)(=O)N(C)C)cc32)CC1	-6	·	·	26	10%	0	0.2	-9	1
9	CCCCCCCCCCS(=O)(=O)N/N=C/c1ccc([N+](=O)[O-])cc1	2	-23	1	-18	-0.1%	-8	-0.3	-4	3
10	COc1ccc(CNC(=O)CSc2nc3ccccc3n2C(C)=O)cc1	0	7	23	2	0.3%	6	-1.4	-2	3
11	Fc1ccc(OCCCCCN2CCCC2)cc1	2	-4	-29	-13	0.8%	-2	-0.6	4	0
12	O=C(NCc1cccnc1)C1CC(c2ccccc2O)=NO1 (stereo not drawn)	-6	0	5	-2	0.8%	1	1.5	-1	5
13	COc1ccc(CN(C)C(C)C(=O)Nc2ccc(S(=O)(=O)N3CCCCC3)cc2)cc1F (stereo not drawn)	-3	0	5	-5	4.6%	4	1.2	8	1
14	CCOC(=O)C(NCc1ccccn1)(NC(=O)c1cccnc1)C(F)(F)F (stereo not drawn)	17	7	-3	0	0.8%	-1	-0.3	3	4
15	CCc1ccccc1NC(=O)c1ccc(F)c(S(=O)(=O)N2CCN(c3cccc(Cl)c3)CC2)c1	2	·	3	-11	6.5%	-2	0.2	-5	-2

Some of the entries above, set out differently:
Order of values: D2 PAM | D2 antagonist | RXFP1 antag | D1 antagonist | RXFP1 agonist | D1 potentiator | D2 agonist | TRHR PAM | D1 ag
1) COP(=O)(OC)C(Nc1ccc([N+](=O)[O-])cc1)c1ccccc1 (stereo not drawn)
→ 1 | -3 | 11 | 0 | -1.2% | -1 | 0.9 | 0 | 2
2) O=C(N/C(=C\c1ccco1)C(=O)N1CCCC(CO)C1)c1ccccc1 (stereo not drawn)
→ 4 | 4 | 2 | 7 | -0.3% | 1 | -0.1 | -7 | 1
3) COc1ccc(NC(=O)CN2C(=O)C(c3ccc(C)cc3)=NC23CCCCCC3)cc1Cl
→ 3 | · | -2 | -5 | -0.7% | -2 | -0.2 | 2 | 4
4) CC(=O)c1c(C)[nH]c(C(=O)COC(=O)CCSc2ccccc2)c1C
→ · | · | -64* | -14 | 0.4% | -9 | · | -7 | 12
5) CCN(Cc1ccccc1)C(=O)Cn1ncc2c(=O)oc3ccc(C)cc3c21
→ -3 | · | -13 | 15 | ? | -3 | · | -23 | -1
6) CCN(CC)S(=O)(=O)c1ccc(N2CCOCC2)c(NC(=O)c2cccc(C#N)c2)c1
→ 4 | -8 | 21 | 1 | ? | 3 | 0.9 | 9 | 2
7) COC(=O)c1cc2oc3ccccc3c2n1CC(=O)Nc1ccc(OC)c(OC)c1
→ -4 | · | -8 | 4 | 1.1% | -5 | -0.1 | 3 | 4
8) CC1CCN(C(=O)CN2CCSc3ccc(S(=O)(=O)N(C)C)cc32)CC1
→ -6 | · | · | 26 | 10% | 0 | 0.2 | -9 | 1

(listing goes on)
#	Structure	D2 PAM	D2 antagonist	RXFP1 antag	D1 antagonist	RXFP1 agonist	D1 potentiator	D2 agonist	TRHR PAM	D1 ag
16	Cc1ccc(S(=O)(=O)NCCC(=O)OCC(=O)Nc2ccccc2Cl)cc1	-3	-4	-18	-1	0.6%	-3	-0.6	-2	6
17	CCOc1ccc2cc(C#N)c(SCC(=O)OC)nc2c1	3	-6	-9	4	?	-8	0.2	-5	5
18	CCN(CC)S(=O)(=O)c1ccc(NC(=O)NCc2noc3ccc(C)cc23)cc1	2	·	-39	-29	1.0%	-2	0.6	1	17
19	CN1/C(=C\C(=O)c2oc3ccccc3c2N)C(C)(C)c2ccccc21	0	-1	-24	1	0.5%	-7	-0.4	4	6
20	O=C(c1ccccc1Br)N1CCN(c2ccccc2)CC1	·	-9	-2	10	1.2%	-5	0.7	1	1
21	Fc1cccc(CN2CCN(C(=S)NCCc3ccccc3)CC2)c1	2	-20	-11	-8	-1.2%	-4	-0.3	-3	2
22	CCCCn1c(N)c(N(CCOC)C(=O)c2sc3ccccc3c2Cl)c(=O)[nH]c1=O	1	9	·	0	2.1%	-6	1.1	-1	0
23	CCCCCCCCC(=O)N/N=C/c1cccc(Br)c1	17	1	-7	12	-0.1%	0	0.0	9	6
24	CC(=O)C1=C(c2ccccc2)NC(=O)NC1c1ccccc1OCC(=O)Nc1ccccc1 (stereo not drawn)	-1	-15	-6	2	0.6%	9	0.2	1	0
25	Cc1nn(CC(=O)Nc2nnc(C(C)C)s2)c(=O)c2ccccc12	-1	8	-1	-16	3.1%	0	-0.4	-3	0
26	CN(CCN1CCc2ccccc2C1)Cc1nc(Cc2ccccc2F)no1	-12	41*	-8	2	-0.5%	-1	-1.5	-4	0
27	O=C(CO/N=C/c1ccccc1Cl)N1CCCc2ccccc21	·	·	-3	19	1.5%	-5	·	-8	1
28	COC(=O)c1ccc(Oc2nc(N(C)C)nc(N3CCOCC3)n2)cc1	8	-1	-7	-6	1.0%	-1	0.2	8	3
29	Cc1cccn2c(=O)c3cc(C(=O)N(C)C)n(C)c3nc12	-5	-7	10	-9	5.3%	-7	-1.4	-4	1
30	Cc1nc(-c2cccc(S(=O)(=O)N3CC(C)OC(C)C3)c2)cs1 (stereo not drawn)	-12	-4	16	-1	0.3%	0	0.6	0	2

#	Structure	D2 PAM	D2 antagonist	RXFP1 antag	D1 antagonist	RXFP1 agonist	D1 potentiator	D2 agonist	TRHR PAM	D1 ag
31	CC(C)CCNC(=O)c1cc2c(=O)[nH]c3ccccc3c2s1	·	·	2	-11	19%	-12	·	2	0
32	CCc1ccc(NC(=O)C2CCCN(S(=O)(=O)c3cccnc3)C2)cc1 (stereo not drawn)	4	-5	3	-4	-0.5%	-1	-0.7	3	14
33	Cn1nc(C(F)(F)F)c(C#N)c1N1CCN(c2ccccc2)CC1	7	25	0	-25	0.5%	-8	-0.5	4	13
34	CCc1ccccc1NC(=O)c1ccc2c(c1)CCCN2S(C)(=O)=O	4	·	5	7	-3.1%	0	0.4	0	-1
35	COc1ccc(OC)c(/C=C2/Sc3ccccc3C2=O)c1	-3	7	-24	-2	0.0%	8	34*	3	312*
36	CC1(C)CC2CC(C)(CN2C(=O)COc2cccc3ccccc23)C1 (stereo not drawn)	·	·	-3	-1	-0.4%	-5	·	0	2
37	Cc1ccccc1CSCCNC(=O)CN(c1ccc2c(c1)OCO2)S(C)(=O)=O	0	29	-11	-7	3.6%	-7	-0.2	-2	24
38	O=C(NC1CCCCC1)N1CCCCCC1	7	-7	0	-3	-1.0%	-4	-0.3	-1	0
39	Cc1cc(C)cc(C(=O)N2CCC(CCC(=O)NC3CC3)CC2)c1	1	-6	-5	10	1.5%	-1	-0.5	7	3
40	N#CCCN(C(=O)c1cc2c(s1)-c1ccccc1S(=O)(=O)C2)c1ccccc1	4	4	-30	-2	4.4%	-2	0.1	-8	1
41	COc1cc2cc(CN(CCO)S(=O)(=O)c3ccccc3Cl)c(=O)[nH]c2cc1OC	-3	-9	13	-2	1.3%	0	1.8	1	2
42	O=C1CN(c2nc(-c3ccccc3)c3cc(Cl)ccc3n2)c2ccccc2N1	2	6	-22	14	1.8%	12	1.4	9	1
43	Cc1ccc(C)c(CS(=O)(=O)c2cn(CC(=O)N3CCC(C)CC3)c3ccccc23)c1	-3	-9	-1	-18	-1.5%	-5	-0.2	22	2
44	Cc1ccc(CSC2=Nc3ccccc3C3=NC(CCC(=O)N4CCN(c5ccccc5)CC4)C(=O)N23)cc1 (stereo not drawn)	·	·	-8	-13	7.4%	-2	3.8	0	1
45	CC1(C(=O)Nc2cccc(S(=O)(=O)N3CCOCC3)c2)Cc2ccccc2C(=O)O1 (stereo not drawn)	6	-21	0	11	7.1%	3	-1.9	3	9

#	Structure	D2 PAM	D2 antagonist	RXFP1 antag	D1 antagonist	RXFP1 agonist	D1 potentiator	D2 agonist	TRHR PAM	D1 ag
46	Cc1ccnc(OC(C(=O)O)C(OCc2ccccc2)(c2ccccc2)c2ccc(C(F)(F)F)cc2)n1 (stereo not drawn)	3	-3	-7	-2	3.9%	-6	-0.7	0	0
47	O=C(Nc1ccc(C(F)(F)F)cc1)c1ccc2nc[nH]c2c1	7	-18	-4	-6	-1.0%	-12	-0.3	4	2
48	Cc1oc(-c2ccc(Cl)cc2)nc1CSc1nc2ncccc2[nH]1	4	·	11	-8	13%	-4	-0.6	6	1
49	CCOC(=O)Cc1nn2c(=O)cc(C)nc2s1	-3	1	13	-25	4.6%	-4	0.5	0	1
50	Cc1ccc(-c2nnn(CC(=O)N(Cc3ccco3)C(C(=O)NC(C)(C)C)c3ccc(C)o3)n2)o1 (stereo not drawn)	6	-3	3	-1	0.1%	-4	1.3	-3	3
